# Bioassay records from PubChem.
# AddAB inh – less growth of phage-infected E. coli with AddAB; E. coli expressing H. pylori AddAB, absorbance growth; inhibition, % at 11.9 µM; hit rate 0.29% among 330,000; in the data active means inhibition above about 12%;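 further: 0% = vehicle wells of infected cells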
# Mot1-301 SUMO – blocks SUMOylation pathway, rescuing yeast Mot1-301 growth. S. cerevisiae Mot1-301 growth rescue, ATP luminescence, 38.5C; percent above DMSO median, 100 means doubled. growth rescue, % at 18.8 µM. hit rate 1% among 320,000;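 active means every valid replicate shows activation above 250% relative to neutral control wells; inactive means the rest, any valid replicate at or below 250%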;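 further: OY570 slx delta 5 strain wells were the positive control but not used for scaling; some compounds called inactive have numbers as strong as hits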
# PKA-R1A act – PKA-R1A complex activation; PKA-R1A dissociation, Cy5-IP20 fluorescence polarization; scaled: DMSO 0%, 113 µM cGMP 100%; activation, % at 11.4 µM; hit rate 0.083% among 340,000; AID 504707;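 active means percent activation above the mean of all tested compounds plus 3 SD, cut at about 19% in these data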;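 further: higher means more PKAc released from R1A so a rise in polarization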
# phage Ecoli inh – E. coli growth loss with phage present. growth absorbance. inhibition, % at 11.9 µM. hit rate 0.26% among 360,000; in the data active means inhibition above about 11%
# OPRM1-OPRD1 inv – inverse agonists of human mu-delta opioid receptor heterodimerization | P35372+P41143 | cell-based MOR-DOR heterodimer luminescence, inverse agonism | inhibition, % at 9.3 µM | hit rate 0.21% among 340,000 | AID 504357; in the data active means inhibition above about 22%, passing the limit was not always enough;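 further: 0% = cells with DMSO and 100% = wells without cells with DMSO; values of inactives mirror those of a sister screen read the other way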
# Arrestin-AP2 inh – human beta-arrestin and AP2 interaction inhibition. hit rate 0.31% among 340,000. AID 504490. FITC-arrestin peptide / GST-AP2 beads, flow cytometry; AP2 beta2 appendage carries R879A mutation. inhibition, % at 10 µM;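 active means inhibition above a set limit, near 3 SD of compounds lacking own fluorescence, cut at about 54% in these data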;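 further: plate controls were DMSO wells for no effect and 5 µM unlabelled arrestin peptide for full effect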
#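 Measured by: flow cytometry, FL1 (488/535 nm); Material: AP2 appendage R879A on GSH beads; Evaluation: percent response; Timing: pre-incubation 12 min, peptide binding 1 h, room temperature; Also added: 50 nM FITC-arrestin peptide; Medium: PBS with 0.05% Tween 20 and 0.1% BSA.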
# PfHsp90 yeast 2 – reduces growth (ATP signal) of yeast expressing P. falciparum Hsp90. hit rate 0.32% among 310,000. inhibition, % at 9.4 µM. S. cerevisiae expressing PfHsp90, BacTiter-Glo ATP, 48 h; yeast lacking PDR1 and PDR3 efflux regulators;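 active means every replicate shows inhibition above about 80%, whatever the replicate mean, limit read from the data; inconclusive means mean inhibition reaches the set limit but some replicate falls short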;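 further: 0% = DMSO neutral controls and 100% = 20 µM radicicol positive controls; yeast relying on Plasmodium falciparum Hsp90 in place of its own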
# Tat transport – E. coli Tat transport inhibition | E. coli MC4100 TorA-mCherry Tat export, fluorescence | hit rate 0.036% among 340,000 | AID 488895 | inhibition, % at 10 µM;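 active means mean replicate inhibition at least 50% and at least half of replicates individually reaching 50%; inconclusive means only one of the two criteria met; inactive means neither criterion met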;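 further: exported cargo escapes ClpAP degradation while cytoplasmic cargo is degraded and loses fluorescence; 0% = median of neutral control wells and 100% = median of NaSCN control wells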
# Pemphigus Ab inh – human desmoglein-3 autoantibody binding inhibition | P32926 | DSG3-coupled beads, scFv-anti-DSG3-GFP binding, flow cytometry; active compounds read low | binding (percent of control), % at 10 µM | hit rate 0.48% among 310,000;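 active means binding more than 3 SD below its plate's average and above zero; inconclusive means below that plate limit but binding exactly zero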;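 further: hits lower antibody fragment binding to DSG3; some compounds called inactive have numbers as strong as hits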
# Target sequence (P32926 whole entry, looked up, the tested form may be a part): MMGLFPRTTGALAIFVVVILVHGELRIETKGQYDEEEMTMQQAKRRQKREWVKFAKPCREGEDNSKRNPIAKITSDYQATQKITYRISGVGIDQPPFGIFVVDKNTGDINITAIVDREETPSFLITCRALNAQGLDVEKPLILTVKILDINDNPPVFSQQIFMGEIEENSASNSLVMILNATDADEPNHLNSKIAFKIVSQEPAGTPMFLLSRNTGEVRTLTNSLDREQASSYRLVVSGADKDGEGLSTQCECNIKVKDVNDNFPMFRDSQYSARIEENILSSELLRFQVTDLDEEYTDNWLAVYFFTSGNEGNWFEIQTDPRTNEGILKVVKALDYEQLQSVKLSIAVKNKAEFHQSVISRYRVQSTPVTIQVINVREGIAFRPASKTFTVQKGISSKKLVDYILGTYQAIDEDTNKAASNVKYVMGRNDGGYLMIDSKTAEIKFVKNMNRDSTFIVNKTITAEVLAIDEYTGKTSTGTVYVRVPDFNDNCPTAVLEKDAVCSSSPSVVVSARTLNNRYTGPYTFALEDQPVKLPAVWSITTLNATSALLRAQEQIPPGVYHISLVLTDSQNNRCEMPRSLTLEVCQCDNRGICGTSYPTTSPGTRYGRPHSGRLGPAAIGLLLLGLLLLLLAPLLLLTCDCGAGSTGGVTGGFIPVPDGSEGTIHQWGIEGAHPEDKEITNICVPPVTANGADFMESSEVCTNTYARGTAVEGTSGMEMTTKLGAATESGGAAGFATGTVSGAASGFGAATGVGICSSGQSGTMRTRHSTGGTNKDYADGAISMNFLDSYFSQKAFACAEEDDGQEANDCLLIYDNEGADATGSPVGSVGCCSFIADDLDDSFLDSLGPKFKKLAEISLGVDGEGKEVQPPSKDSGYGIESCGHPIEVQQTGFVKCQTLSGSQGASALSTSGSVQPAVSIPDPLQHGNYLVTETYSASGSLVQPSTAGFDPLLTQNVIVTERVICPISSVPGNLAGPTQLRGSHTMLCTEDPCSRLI
# Ecoli viability – counter-screen for AddAB inhibitors: E. coli growth inhibition | hit rate 0.27% among 330,000 | E. coli V3065 growth, OD600 absorbance, 18 h | inhibition, % at 11.9 µM | AID 449728;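 active means inhibition above the campaign's mean inhibition across all tested compounds plus 3 SD, cut at about 9.9% in these data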;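 further: uninfected addAB+ strain grown without phage in ampicillin broth; 0% = DMSO wells and 100% = ciprofloxacin 0.95 µg/ml wells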
# MOR-DOR ag – agonists of human mu-delta opioid receptor heterodimerization. P35372+P41143. cells, OPRM1-OPRD1 heterodimerization, luminescence. activation, % at 9.3 µM. hit rate 0.3% among 340,000. AID 504326; in the data active means activation above about 18%;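 further: 0% = vehicle-treated cells and 100% = reference agonist; values of inactives mirror those of a sister screen read the other way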
# Numbers without * were called inactive; ? = inconclusive; nt = no result given; + = active, no number; & = joins results of further samples.
SMILES,AddAB inh,Mot1-301 SUMO,PKA-R1A act,phage Ecoli inh,OPRM1-OPRD1 inv,Arrestin-AP2 inh,PfHsp90 yeast 2,Tat transport,Pemphigus Ab inh,Ecoli viability,MOR-DOR ag
COC(=O)c1[nH]c(C)c(/C(O)=C2\C(=O)C(=O)N(CCCN3CCOCC3)C2c2ccccn2)c1C (centres undefined),-1.7,-9,1,0.5,6,6,27,-4,97,-3.9,-1.1
COc1ccc(OCCNC(=O)CSc2ccc(C(F)(F)F)cc2[N+](=O)[O-])cc1,1.8,337,-11,1.0,-2,8,13,6,100,-0.9,0.3
COc1ccc(OCC(CO)N2CCN(c3ccccc3)CC2)cc1 (centres undefined),nt,nt,6,4.5,3,-8,-24,0,114,nt,-0.6
Cc1c(CCOC(=O)c2cc([N+](=O)[O-])cc([N+](=O)[O-])c2)sc[n+]1CC(=O)c1ccc(Br)cc1,-3.1,28,-1,-0.7,-26,3,-1,-5,89,-2.0,3.9
COc1ccc(-c2nc(S(=O)(=O)c3ccccc3)c(NCCCN3CCOCC3)o2)cc1,0.0,9,-2,3.9,2,-1,nt,0,98,-0.3,-0.4
C[C@H](CO)N1C[C@H](C)[C@@H](CN(C)S(=O)(=O)c2cn(C)cn2)Oc2c(NS(=O)(=O)c3cn(C)cn3)cccc2C1=O,1.3,nt,1,1.4,5,6,14,-2,92,-1.8,-1.0
COC(=O)c1ccc(Oc2nc(N3CCCCC3)nc(N3CCOCC3)n2)cc1,0.6,87,-15,2.0,-28,-41,-6,-1,98,1.6,4.9
CC(=O)c1cccc(NC(=O)CSc2nnc(-c3cccnc3)o2)c1,5.1,-6,4,1.5,7,-6,-3,-7,nt,1.2,-1.1
O=C(CCN1C(=O)c2ccccc2C1=O)N1CCN(C(=O)c2ccccc2)CC1,1.2,1,3,3.7,8,-7,12,-9,nt,1.2,-1.4
COc1ccccc1NC(=O)CCS(=O)(=O)c1ccccc1,3.1,5,-8,4.8,5,-14,-25,-6,103,0.8,-0.9

# Not a retest: four of the compounds above.
SMILES,AddAB inh,Mot1-301 SUMO,PKA-R1A act,phage Ecoli inh,OPRM1-OPRD1 inv,Arrestin-AP2 inh,PfHsp90 yeast 2,Tat transport,Pemphigus Ab inh,Ecoli viability,MOR-DOR ag
COC(=O)c1ccc(Oc2nc(N3CCCCC3)nc(N3CCOCC3)n2)cc1,0.6,87,-15,2.0,-28,-41,-6,-1,98,1.6,4.9
CC(=O)c1cccc(NC(=O)CSc2nnc(-c3cccnc3)o2)c1,5.1,-6,4,1.5,7,-6,-3,-7,nt,1.2,-1.1
O=C(CCN1C(=O)c2ccccc2C1=O)N1CCN(C(=O)c2ccccc2)CC1,1.2,1,3,3.7,8,-7,12,-9,nt,1.2,-1.4
COc1ccccc1NC(=O)CCS(=O)(=O)c1ccccc1,3.1,5,-8,4.8,5,-14,-25,-6,103,0.8,-0.9

# More results:
SMILES,AddAB inh,Mot1-301 SUMO,PKA-R1A act,phage Ecoli inh,OPRM1-OPRD1 inv,Arrestin-AP2 inh,PfHsp90 yeast 2,Tat transport,Pemphigus Ab inh,Ecoli viability,MOR-DOR ag
COCCNC(=S)Nc1cc(OC)c(OC)cc1C#N,nt,nt,-3,3.7,8,-9,-174,-3,99,nt,-1.7
O=C(CCc1nnc(-c2ccc3c(c2)OCO3)o1)NCCc1ccccc1F,0.7,-2,5,1.3,8,23,0,-4,99,-0.7,-1.4
O=C(Nc1nccs1)C(Br)C(Br)c1ccccc1 (centres undefined),-0.1,10,3,0.2,-14,-30,?,1,103,-0.9,3.2
CC(Cc1ccccc1)C(=O)Nc1ccccc1 (centres undefined),2.1,4,-2,2.0,8,30,-3,-3,105,-0.8,-1.4
CCn1c(SCC(=O)N(C(C)C)C(C)C)nnc1-c1cc2ccccc2cc1O,3.7,-12,-11,1.4,15,1,15,-3,101,-1.4,-3.0
Cn1cc(C(c2ccccc2OCC(=O)O)c2cn(C)c3ccccc23)c2ccccc21,-1.0,-16,15,2.1,3,34,-11,0,100,-1.0,-0.6
Cc1cccc(C(=O)NC2CCN(C(=O)N3CCOCC3)CC2)c1,1.3,6,4,2.0,-3,40,nt,-4,103,0.4,0.5
CCN(CC)c1ccc(CN2CCC(C(=O)NCc3ccc(C)cc3)CC2)cc1,3.1,-8,10,1.0,-7,9,3,-1,99,0.5,1.4
CCCCC[C@@H]1C=C(C(=O)O)[C@H](c2ccc(C)cc2)N1S(=O)(=O)c1ccc(C)cc1,1.9,nt,2,1.1,9,3,-16,13,104,0.2,-1.9
CC(C)CC1C(C#N)=C(N)Oc2n[nH]c(-c3ccccc3)c21 (centres undefined),-1.4,4,0,2.5,13,-4,9,-3,99,-0.9,-2.1
O=C1C2CCCN2C(c2ccccc2F)N1c1ccc(F)cc1 (centres undefined),1.8,5,16,2.6,10,-1,-13,6,105,1.2,-1.9
O=C(c1cccc2ccccc12)C1CCCN(C(=O)CCc2cnccn2)C1 (centres undefined),4.8,-6,-2,1.8,-1,20,-15,1,101,0.1,0.1
O=C(O)CSc1nnc(-c2ccc(Cl)cc2Cl)n1Cc1ccccc1,-0.6,15,9,-2.3,1,5,5,1,93,0.2,-0.2
Cc1cc(Cl)ccc1N(CC(=O)NCCSCc1ccco1)S(C)(=O)=O,3.0,nt,-3,4.6,13,-2,11,0,102,1.3,-2.7
CC(=O)N1CCN(CC(=O)Nc2ccccc2C(=O)Nc2ccccc2)CC1,1.5,9,-5,1.7,3,-3,-9,-4,nt,0.7,-0.8
CCc1ccn2cc(-c3cc(-c4ccccc4)no3)nc2c1,-0.1,7,-3,0.4,-50,1,24,-3,102,-1.7,9.8
C=CCN1C(=O)N(CC=C)c2cccc3cccc1c23,-0.3,-13,-11,1.0,4,-7,2,4,109,0.5,-1.0
CCNc1nc(NCC)nc(SCCOC(=O)Nc2ccccc2)n1,0.6,+,-8,1.9,1,3,28,-1,nt,0.6,-0.3
Cc1ccc(-c2nn(-c3cccc(F)c3)cc2CNCc2cccnc2)o1,4.9,-3,-1,2.6,-133,32,1,4,143,-1.3,26*
CCOC(=O)c1ccccc1NC(=O)c1cc2sccc2n1C,-0.9,4,-8,2.0,5,-4,18,-9,104,-5.4,-0.9
Cn1c(CC(=O)NNC(=O)c2cncc(Br)c2)nc2ccccc21,-0.8,-13,-11,0.9,4,5,-17,-8,108,-1.9,-1.0
Cn1c(SCC(=O)c2cc3ccccc3o2)nnc1-c1ccccc1,1.3,-1,-9,1.9,13,8,8,4,99,1.6,-2.6
Cc1ccc(N2CC(C(=O)Nc3ccccc3N3CCCC3)CC2=O)cc1 (centres undefined),4.2,-5,1,1.2,6,-17,6,-7,nt,-1.4,-1.1
COc1ccc(CC(=O)NCC(=O)N/N=C(/C)c2ccco2)cc1,0.8,-2,nt,2.8,nt,18,-10,-8,105,-0.5,nt
Cc1cnc(C(=O)OCC(=O)N(C(C)C)C(C)C)cn1,2.2,0,2,0.6,1,18,8,-4,100,-2.1,-0.2
Cc1ccc(NC(=O)C2CCCN2S(=O)(=O)c2ccc3c(c2)n(C)c(=O)c(=O)n3C)cc1C (centres undefined),-3.2,-22,-3,2.1,6,-2,12,10,102,-3.2,-1.1
CC(C)(C)C(=O)Nc1ccc(C(=O)CN2C(=O)NC3(CCOc4ccccc43)C2=O)cc1 (centres undefined),1.1,11,-5,2.6,17,-8,-16,-10,99,-3.5,-3.9
COc1cccc(OCc2nc3ncc(Br)cc3[nH]2)c1,2.5,60,9,-1.0,-8,17,6,-2,106,0.1,1.5
COc1ccc(-n2c(=S)[nH]c3cc(C(=O)NCc4ccco4)ccc3c2=O)cc1OC,0.0,-23,3&4,1.3&3.1,24&22,0&-5,14&10,-5&2,104&97,-1.8,-5.8&-4.8
COc1ccccc1-c1oc2ccccc2c1-c1ccc2cc[nH]c2c1,3.2,-11,-14,1.9,-4,2,-13,-3,100,1.4,0.7

# Exported bar-delimited: 4 of the compounds above
SMILES | AddAB inh | Mot1-301 SUMO | PKA-R1A act | phage Ecoli inh | OPRM1-OPRD1 inv | Arrestin-AP2 inh | PfHsp90 yeast 2 | Tat transport | Pemphigus Ab inh | Ecoli viability | MOR-DOR ag
Cc1ccc(NC(=O)C2CCCN2S(=O)(=O)c2ccc3c(c2)n(C)c(=O)c(=O)n3C)cc1C (centres undefined) | -3.2 | -22 | -3 | 2.1 | 6 | -2 | 12 | 10 | 102 | -3.2 | -1.1
CC(C)(C)C(=O)Nc1ccc(C(=O)CN2C(=O)NC3(CCOc4ccccc43)C2=O)cc1 (centres undefined) | 1.1 | 11 | -5 | 2.6 | 17 | -8 | -16 | -10 | 99 | -3.5 | -3.9
COc1cccc(OCc2nc3ncc(Br)cc3[nH]2)c1 | 2.5 | 60 | 9 | -1.0 | -8 | 17 | 6 | -2 | 106 | 0.1 | 1.5
COc1ccc(-n2c(=S)[nH]c3cc(C(=O)NCc4ccco4)ccc3c2=O)cc1OC | 0.0 | -23 | 3&4 | 1.3&3.1 | 24&22 | 0&-5 | 14&10 | -5&2 | 104&97 | -1.8 | -5.8&-4.8

# New compounds follow:
SMILES,AddAB inh,Mot1-301 SUMO,PKA-R1A act,phage Ecoli inh,OPRM1-OPRD1 inv,Arrestin-AP2 inh,PfHsp90 yeast 2,Tat transport,Pemphigus Ab inh,Ecoli viability,MOR-DOR ag
CCCCCCCn1c(NC(=O)CC)nc2ccccc21,-2.6,122,-4,1.6,-15,-5,-21,14,96,-3.8,3.0
O=C(O)c1ccc(Nc2nc(-c3ccccc3)c3ccccc3n2)cc1,2.5,-5,-7,2.4,21,0,9,1,99,1.9,-3.9
Cc1ccc(S(=O)(=O)NCC(c2ccccc2)N2CCCCC2)cc1 (centres undefined),-0.1,-6,-10,-0.8,5,35,0,12,101,1.6,-0.9
COc1cccc(CNC(=O)Cn2ccc3cc(S(=O)(=O)N4CCCCCC4)ccc32)c1OC,1.2,5,1,3.0,20,-4,-9,4,102,-0.3,-3.9
CCOc1ccc(CCNC(=O)COC(=O)c2ccccc2O)cc1OCC,1.0,nt,1,2.2,13,-7,6,5,96,1.9,-2.5
COc1ccc(C)cc1NC(=O)C(Sc1nnc(Nc2cc(C)ccc2OC)s1)c1ccccc1 (centres undefined),2.0,nt,2,3.6,2,10,-7,0,104,1.1,-0.4
CSc1ncc(Cl)c(C(=O)C(C#N)c2nc3c(C)cc(C)cc3c(=O)[nH]2)n1 (centres undefined),2.1,12,-1,-0.1,10,33,-19,7,100,0.6,-1.8
CNC(=O)COC(=O)c1cc(=O)[nH]c2ccccc12,0.4,3,-6,1.7,13,-8,16,-7,103,-0.7,-2.4
